MT stabilizer – microtubule stabilization, imaging screen; % tubulin-high responders, % at 10 µM; 200,000 tested, 0.83% active; HeLa tubulin immunostaining HCS, 24 h; share of cells brighter than vehicle mean+2SD; AID 2205;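 active = plate Z-score above 3 for both tubulin-high and condensed-nucleus cell shares, with cell loss under 80%, at 10 µM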;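 also: anti alpha tubulin signal scored within the nucleus-defined area of each cell; some results filed as inactive read as strong as hits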
Insulin prom up – MIN6 insulin promoter up-regulation; 190,000 tested, 0.3% active; AID 1625; MIN6 insulin promoter-GFP reporter, high-content imaging; hits give high values; z-score at 5 µM;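 active = z-score above 3 at 5 µM with at least 500 cells counted in the well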
Autophagy mod – alters autophagy in cells; MEF GFP-LC3 puncta imaging; test concentration mostly 10 µM; AID 463193; 190,000 tested, 0.98% active; calls only at 10 µM (by protocol);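 active = percentage of spot-positive cells more than 3 SD above its plate mean, without a fluorescence outlier flag or 80% toxicity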;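 also: spot-positive cell cutoff set from DMSO-treated cells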
NOD2 inhibition – inhibition of NOD2-driven NF-kB reporter – cell-based, luminescence, uHTS, HEK293 (AID 1566). HEK293 NOD2/NF-kB luciferase reporter, luminescence; higher % means a stronger effect. inhibition, % at 4 µM, or EC50 in µM where a hit was titrated. 290,000 tested, 0.63% active; in the data active = inhibition above about 50%; also: many of its hits are not listed in these tables
NOD1 inhibition – inhibition of NOD1-driven NF-kB reporter – cell-based, luminescence, uHTS, primary screen (AID 1578); NOD1-driven NF-kB luciferase reporter cells, luminescence; higher % means a stronger effect; one-dose inhibition, % at 4 µM; EC50 in µM for titrated hits; 290,000 tested, 1% active; in the data active = inhibition mostly above about 36%, no sharp cut-off; inactive = mostly below about 34%;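 also: HEK-293T reporter cells stimulated with the NOD1 agonist gamma-tri-DAP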
Dynein transport – dynein cargo transport inhibition; 3617.4 mouse cells, GR-EGFP nuclear translocation imaging; test concentration mostly 20 µM; stimulated with dexamethasone, 1 µM; hits give low values; z-score, hits read low; 220,000 tested, 0.47% active;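 active = plate z-score of nuclear minus cytoplasmic receptor signal below a set negative limit, without overly bright fluorescence or cell loss, cut at about -3.5 in these data, passing the limit was not always enough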;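 also: z-score of nuclear minus cytoplasmic ring GR-EGFP intensity difference per well; some compounds called inactive have numbers as strong as hits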
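Also added: dexamethasone, 1.0 µM final. Medium: tet-free, stripped-serum medium. Detection: fixed, Hoechst-stained cells imaged at 10x for EGFP. Read-out: nuclear-to-cytoplasmic GR-EGFP distribution per well. Times: induction 48 h, compound 1 h, agonist 30 min.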
P. falciparum M17LAP – P. falciparum M17LAP inhibitors, primary screen, biochemical, fluorogenic H-Leu-NHMec substrate, 1536-well (AID 1619); recombinant M17LAP, H-Leu-NHMec fluorogenic kinetic assay; higher % means a stronger effect; inhibition, % at 30 µM, or IC50 in µM where a hit was titrated; 220,000 tested, 0.38% active;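 active = compound inhibiting the enzyme by more than half at any dose during confirmatory dose-response retesting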;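 also: plate controls were full reaction with DMSO carrier for no effect and no enzyme background for full effect; strong numbers were not always called active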
Yfh1-depleted yeast – mitochondrial function rescue without frataxin homolog – Friedreich's ataxia, plus single-dose screen, dose response (AID 1465); S. cerevisiae Yfh1-off respiration, WST-1 reduction, 72 h; higher fold induction means a stronger effect; fold induction at 50 µM; hits with a dose series show EC50 in µM; 220,000 tested, 0.074% active;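 active = fold induction of absorbance versus untreated yeast above a set limit, then at least 30% activation at any dose in follow-up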;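 also: activators that raise dye reduction in frataxin-depleted yeast; strong numbers were not always called active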
b-catenin transl – alters nuclear translocation of beta-catenin in HeLa cells; nuclear translocation activity, % at 5 µM; immunofluorescence imaging; 190,000 tested, 0.3% active;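 active = nuclear translocation activity above 50% at 5 µM, with a well cell count of 50 or more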;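 also: per-cell ratio of nuclear to cytoplasmic median beta-catenin stain intensity; plate controls were DMSO negative control for no effect and GSK-3 inhibitor IX positive control for full effect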
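Assay system: human HeLa cells, native beta-catenin; doses: 5 µM primary, 0.02–20 µM confirmation; incubation: compound treatment 24 h, 37°C, 5% CO2; technique: fluorescence imaging of beta-catenin antibody stain plus DAPI; measure: % activation, nuclear-to-cytoplasmic median beta-catenin signal ratio per cell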
Dynein transport cytoplasmic EGFP – further read-out of Dynein transport, marked with its call; z-score; measured here: cytoplasmic GR-EGFP intensity; hits give high values
Dynein transport nuclear GR-EGFP – further read-out of Dynein transport, marked with its call; z-score; measured here: nuclear GR-EGFP intensity;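 lower value marks the stronger effect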
Dynein transport cell count – second read-out of Dynein transport, no call of its own (marks repeat the call); z-score; measured here: cell count per field
Insulin prom up cell count – also measured in Insulin prom up; calls as there; cell count; measured here: cytotoxicity, nuclei count;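 total cells summed across four imaged fields per well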
b-catenin transl cell count 5 µM – recorded beside b-catenin transl, whose call it bears; cell count; measured here: cell count, cytotoxicity flag
MT stabilizer Hoechst-high % – recorded beside MT stabilizer, whose call it bears; % Hoechst-high responders; measured here: nuclear condensation Hoechst responders;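 share of cells brighter than vehicle mean plus two SD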
MT stabilizer cytotoxicity % – also measured in MT stabilizer; calls as there; toxicity, %; measured here: cytotoxicity by cell density;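 0% = mean cell density of plate MIN control wells and 100% = no cells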
Autophagy mod cell loss 18 h – second read-out of Autophagy mod, no call of its own (marks repeat the call); toxicity, %; measured here: cell loss, nuclei count;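 cell loss after 18 h compound exposure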
* = called active by the depositor; i = inactive; . = no result given; + = active, no number. These rows are one share of the data; the hit share may differ from the screen's.

SMILES	MT stabilizer	MT stabilizer Hoechst-high %	MT stabilizer cytotoxicity %	Insulin prom up	Insulin prom up cell count	Autophagy mod	Autophagy mod cell loss 18 h	NOD2 inhibition	NOD1 inhibition	Dynein transport	Dynein transport cytoplasmic EGFP	Dynein transport nuclear GR-EGFP	Dynein transport cell count	P. falciparum M17LAP	Yfh1-depleted yeast	b-catenin transl	b-catenin transl cell count 5 µM
CC(=O)c1ccc(OCCCC(=O)NC(C)c2ccc(S(N)(=O)=O)cc2)cc1 (stereo not given)	5.7	2.5	6.8	0.3	1279	i	-3	7%	-13%	-0.7	0.057	0.058	0.66	0%	i	-1.6	1070
COc1ccc(N(CC(=O)NCc2ccco2)S(=O)(=O)c2ccccc2)cc1	2.8	2.1	9.1	0.66	1371	i	-11	-4%	-34%	-0.11	-0.33	0.049	-0.074	10%	i	3.0	983
COc1ccc(C(C)N2CC34C=CC(O3)C(C(=O)OCC(C)C)C4C2=O)cc1 (stereo not given)	5.8	1.6	6.7	-0.02	1490	.	.	8%	-10%	-1.1	-0.15	-0.45	-0.09	-2%	i	1.1	1096
Cn1c(SCC(=O)N2c3ccccc3Sc3ccc(Cl)cc32)nnc1-c1ccco1	4.4	1.2	7.0	-0.55	985	i	-1	17%	-16%	-1.2	-0.18	0.067	0.94	-7%	i	-2.2	1135
COc1ccc(-n2ncc(C(=O)N3CCN(c4ccc(F)cc4)CC3)c2C)cc1	.	.	.	-0.22	993	.	.	15%	2%	-0.63	-0.21	0.51	-0.58	9%	i	-1.3	1313
CCc1ccc(NC(=O)c2ccc3c(c2)C(=O)N(Cc2ccco2)C3=O)cc1	5.1	2.6	1.8	.	.	i	14	-7%	-7%	2.8	0.72	2	-2	12%	i	-3.0	1174
CCCOc1ccccc1NC(=O)c1ccc(N)cc1	3.1	1.3	2.8	-0.1	1269	i	2	20%	-8%	1.7	-0.24	1.4	-1.1	7%	i	.	.
Cc1ccccc1NC(=O)NCC1CCN(C(=O)OC(C)(C)C)CC1	.	.	.	-0.32	1435	.	.	-17%	-4%	0.64	-0.25	0.065	0.45	-6%	i	-2.3	1106
CCOc1cc(-c2cc(-c3ccccc3)nc(N)c2C#N)ccc1O	1.5	1.7	21	.	.	i	-2	3%	-2%	1.1	-0.18	0.16	-1.4	-13%	i	.	.
O=C(NCc1cccnc1)c1cccc(S(=O)(=O)N2CCCCC2)c1	4.6	2.2	14	-0.2	1142	i	14	0%	-13%	0.24	-0.24	0.37	1	10%	i	-7.3	1011
Cc1ccc(Cn2c(Sc3nccc(C)n3)nc3c2c(=O)[nH]c(=O)n3C)cc1	4.1	1.9	10.0	0.38	1191	i	11	7%	16%	-0.43	-0.28	-0.077	0.82	9%	i	-8.1	979
COc1cccc(NC(=O)c2cnsn2)c1	1.4	1.8	8.5	.	.	i	9	-18%	-16%	0.46	-0.29	0.23	-0.041	10%	i	.	.
C/C=C/c1ccc(OCCCCOc2c(OC)cccc2OC)c(OC)c1	2.2	1.3	3.5	0.44	1329	i	0	-8%	20%	-1	-0.24	-0.31	0.72	-5%	i	-0.6	1082
CCOC(=O)c1oc2cc(O)ccc2c(=O)c1-c1ccc(OC)cc1	0.7	1.4	6.4	0.21	1515	i	-2	21%	-9%	-0.51	-0.2	-0.32	0.15	15%	i	-4.1	1389
Clc1ccc(Cn2nnc(-c3ccc(N4CCOCC4)cc3)n2)cc1	3.3	2.3	1.9	1.1	1254	i	25	-17%	-33%	-1.1	-0.1	-0.2	0.057	-10%	i	-3.7	1175
CC1=Nc2ccccc2/C1=C\c1nc(-c2ccc(F)cc2)oc1O	1.6	1.4	9.4	0.67	922	i	15	-1%	-9%	0.6	0.32	0.55	-0.33	0%	i	.	.
COc1ccc(C(=O)C2CCCN(C(=O)c3ccc4cc[nH]c4c3)C2)c(C)c1 (stereo not given)	1.0	1.8	1.3	.	.	i	8	12%	-10%	-0.53	-0.24	0.01	0.88	1%	i	-1.2	1062
O=C(CSc1nnnn1C1CCCCC1)NCc1ccco1	3.8	2.7	3.3	-0.26	1245	i	-3	14%	0%	-0.62	-0.034	0.029	0.29	10%	i	1.1	1214
Oc1ccc(Nc2ncnc3scc(-c4ccccc4)c23)cc1	3.8	2.4	7.5	-0.74	1257	i	-13	23%	84%*	0.24	-0.12	0.2	0.53	11%	i	.	.
CCOc1cc(C2C(C#N)=C(N)OC3=C2C(=O)CC(C)(C)C3)cc([N+](=O)[O-])c1O (stereo not given)	2.8	2.9	12	0.22	1310	i	16	5%	-10%	-0.78	-0.24	-0.46	1	-1%	i	-1.0	1129
O=C(CCc1nc2ccccc2s1)N1CCN(c2ccccc2)CC1	4.3	1.5	2.0	-0.22	1353	i	-12	4%	-20%	1.1	-0.16	0.61	-0.47	8%	i	-2.1	1033
CCOc1ccc(CC(=O)NNC(=S)Nc2ccccc2)cc1Br	0.7	0.9	4.2	0.66	786	i	-10	-7%	-6%	-0.58	-0.23	-0.14	1.3	-7%	i	-1.7	1160
N#Cc1c2c(c(Nc3ccccc3)n3c1nc1ccccc13)CCC2	1.2	2.4	8.4	0.23	1902	i	-18	12%	-24%	1	0.06	0.18	-0.11	-5%	i	-0.2	1128
CCOC(=O)Nc1ccc(C(=O)Oc2ccccc2)c(O)c1	4.5	2.2	4.8	.	.	i	-9	-6%	2%	2.5	-0.3	1	-0.87	-2%	i	.	.
CCSC1=NC(C)(C)C=C(/C=C/c2ccc(Cl)cc2Cl)N1	2.7	2.0	11	2.4	690	i	-8	-19%	56%	-1.6	1.1	-0.58	0.26	7%	i	.	.
N#Cc1cc(-c2ccccc2)nnc1Oc1ccccc1Cl	1.4	1.9	5.3	0.09	1517	i	-2	28%	-13%	-0.023	-0.17	-0.2	0.29	-8%	i	0.3	1480
COc1ccc(CCCC(=O)Nc2ccc(F)cc2)cc1	5.3	1.2	4.4	1	1059	i	9	5%	12%	0.73	-0.22	0.46	0.54	9%	i	.	.
Cc1ccc(C(=O)NCc2ccco2)cc1S(=O)(=O)N1CCCCC1	4.4	4.1	6.4	-0.1	1217	i	-7	2%	18%	0.26	1	0.33	-0.43	19%	i	2.4	1333
Nc1nc(SCC(=O)NCc2ccco2)[nH]c(=O)c1-c1ccccc1	2.4	2.1	4.7	-0.57	1274	i	-2	-1%	-16%	-1.1	-0.2	-0.47	0.75	4%	i	.	.
CCCCn1c(SCC(=O)NCc2ccccc2)nc2ccc(N3CCOCC3)cc2c1=O	2.1	1.7	3.9	-0.31	1683	i	-4	-10%	-31%	-0.46	-0.015	-0.25	0.4	11%	i	-0.4	997
COc1ccc(CNC(=O)COC(=O)c2n[nH]c3ccccc23)cc1OC	3.8	1.9	5.8	.	.	i	-3	10%	-21%	-0.17	-0.21	-0.21	-0.00069	13%	i	-0.9	495
O=C(COc1ccccc1[N+](=O)[O-])NCCC1=CCCCC1	2.6	2.8	1.1	0.03	1334	i	-10	2%	-57%	0.43	-0.22	-0.12	0.73	11%	i	0.2	1083
O=C(NCc1cccs1)C1CCCN(S(=O)(=O)c2cnc[nH]2)C1 (stereo not given)	2.5	2.9	5.3	-0.94	937	+	29*	7%	-8%	-0.58	-0.27	-0.3	0.84	0%	i	.	.
CCOc1cc(-c2noc(CCC(=O)Nc3cccnc3)n2)ccc1OC	2.9	3.0	12	-0.08	1231	i	7	8%	4%	-1.1	-0.19	-0.22	1.7	1%	i	-4.6	926
COC(=O)c1sccc1NC(=O)Nc1cccc(Cl)c1Cl	1.6	1.3	6.6	0.6	1518	i	7	14%	-13%	-0.3	0.4	-0.14	-0.024	-4%	i	-3.0	1359
CCCCN=C1N/C(=C\c2ccco2)C(=O)N1c1ccccc1	2.6	1.7	7.2	-0.05	1616	i	19	3%	-2%	0.57	-0.2	0.93	-0.55	9%	i	-2.0	1392
COc1ccc(C2C(C#N)=C(N)OC3=C2C(=O)CC(C)(C)C3)c([N+](=O)[O-])c1OC (stereo not given)	2.4	2.2	4.2	.	.	i	16	23%	16%	-0.45	-0.23	-0.77	0.15	8%	i	.	.
CC(=O)C1=C(O)C(=O)N(C2CCCCC2)C1c1ccccc1 (stereo not given)	2.1	0.7	11	.	.	i	-2	-3%	-27%	-0.79	-0.23	-0.14	0.36	14%	i	3.1	967

Rewritten bar-delimited: part of the list above.
smiles | MT stabilizer | MT stabilizer Hoechst-high % | MT stabilizer cytotoxicity % | Insulin prom up | Insulin prom up cell count | Autophagy mod | Autophagy mod cell loss 18 h | NOD2 inhibition | NOD1 inhibition | Dynein transport | Dynein transport cytoplasmic EGFP | Dynein transport nuclear GR-EGFP | Dynein transport cell count | P. falciparum M17LAP | Yfh1-depleted yeast | b-catenin transl | b-catenin transl cell count 5 µM
CCOc1cc(-c2noc(CCC(=O)Nc3cccnc3)n2)ccc1OC | 2.9 | 3.0 | 12 | -0.08 | 1231 | i | 7 | 8% | 4% | -1.1 | -0.19 | -0.22 | 1.7 | 1% | i | -4.6 | 926
COC(=O)c1sccc1NC(=O)Nc1cccc(Cl)c1Cl | 1.6 | 1.3 | 6.6 | 0.6 | 1518 | i | 7 | 14% | -13% | -0.3 | 0.4 | -0.14 | -0.024 | -4% | i | -3.0 | 1359
CCCCN=C1N/C(=C\c2ccco2)C(=O)N1c1ccccc1 | 2.6 | 1.7 | 7.2 | -0.05 | 1616 | i | 19 | 3% | -2% | 0.57 | -0.2 | 0.93 | -0.55 | 9% | i | -2.0 | 1392
